From PubChem
HT1080 viability: cytotoxicity in HT1080 fibrosarcoma cells, cell-based, fluorescence readout (AID 620); HT1080 viability, fluorescence; higher % means a stronger effect; cytotoxicity, % at 10 µM, or EC50 in µM where a hit was titrated; hit rate 0.42% among 87,000; in the data active means cytotoxicity above about 50%;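 further: cells exposed to compound overnight then 4 h with Alamar Blue; 0% = vehicle DMSO and 100% = killing control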
LYP inhibition: inhibition of human PTPN22 tyrosine phosphatase – biochemical, DiFMUP fluorescence, recombinant catalytic domain, 10 µM, primary screen (AID 606); recombinant LYP catalytic domain, DiFMUP fluorescence; higher % means a stronger effect; inhibition, % at 10 µM, or IC50 in µM where a hit was titrated; 52,000 tested, under 10 active;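 active means IC50 under 40 µM in the dose-response test; inactive means IC50 of 40 µM or more, or never dose-tested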
Active calls of the source: *; / = no result given. Not all compounds are listed (hit frequency here may not be typical).

SMILES | HT1080 viability | LYP inhibition
COc1ccc(S(=O)(=O)Nc2nnc(CC(C)C)s2)cc1 | -1.6% | /
C[C@]12CC[C@H]3C(=CCc4cc(O)ccc43)[C@@H]1CCC2=O | -6.0% | 19.6%
O=C(O)CCCCCCCC(=O)O | -5.3% | 12.4%

Pulled one by one from the entries so far:
SMILES | HT1080 viability | LYP inhibition
O=C(O)CCCCCCCC(=O)O | -5.3% | 12.4%
C[C@]12CC[C@H]3C(=CCc4cc(O)ccc43)[C@@H]1CCC2=O | -6.0% | 19.6%

Not a retest: an excerpt of the list.
SMILES | HT1080 viability | LYP inhibition
COc1ccc(S(=O)(=O)Nc2nnc(CC(C)C)s2)cc1 | -1.6% | /
C[C@]12CC[C@H]3C(=CCc4cc(O)ccc43)[C@@H]1CCC2=O | -6.0% | 19.6%
